Screening results from PubChem BioAssay.
Pf growth 96h = inhibits malaria parasite growth, 96 h; Potency, µM (top dose mostly 28.7 µM), inactives show top-dose activity change, negative = inhibition, hits mostly inhibitors; AID 504834; P. falciparum luciferase reporter growth, 96 h; 320,000 compounds, 6.9% hits; also: potency is read from the fitted curve at half-maximal effect; % is scaled to controls: 0 for no effect and ±100 for the full control effect
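P. falciparum expressing integrated firefly luciferase grown in erythrocytes (2% hematocrit, 0.05% parasitemia final) with compounds for 96 hours at 37 C, 5% CO2. Growth inhibition read as loss of luminescence after adding luciferase detection reagent.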
FBPA Giardia inh = blocks Giardia fructose-bisphosphate aldolase activity; A8B2U2; purified Giardia FBPA; Potency, µM (top dose mostly 59.6 µM), inactives show top-dose activity, negative = inhibition, most hits filed as inhibitors; 290,000 compounds, 0.71% hits; also: potency is read from the fitted curve at half-maximal effect; % is scaled to controls: 0 for no effect and ±100 for the full control effect; nearly all actives have a fitted effect of over 55% in size
Target sequence (A8B2U2 whole entry, looked up): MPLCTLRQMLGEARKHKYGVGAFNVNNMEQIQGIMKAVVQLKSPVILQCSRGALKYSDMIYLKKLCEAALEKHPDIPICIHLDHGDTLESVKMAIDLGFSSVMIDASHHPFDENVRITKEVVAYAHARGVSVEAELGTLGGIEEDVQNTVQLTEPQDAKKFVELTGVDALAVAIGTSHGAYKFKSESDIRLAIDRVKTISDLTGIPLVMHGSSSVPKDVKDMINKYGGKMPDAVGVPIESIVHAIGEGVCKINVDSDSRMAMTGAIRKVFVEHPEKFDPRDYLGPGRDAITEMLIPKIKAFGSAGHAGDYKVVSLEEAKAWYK
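40 nM FBPA preincubated 10 min at RT with compound (up to 57.5 uM final), then substrate plus GAPDH/TPI/NAD/arsenate coupling and diaphorase/resazurin added. Fluorescence read after 20 min at RT, 525/598 nm.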
Cycloheximide cs = affects cycloheximide protein synthesis inhibition readout, counter-screen. cell reporter, cycloheximide protein synthesis inhibition counterscreen. max response, %. 300,000 compounds, 12% hits. AID 2314; in the data active = max response mostly above about 13%, no sharp cut-off; inactive = mostly below about 14%; also: read at 38.3 µM for the half of the compounds with a filed dose; 0% is about no effect
Shiga toxin inh = Shiga toxin inhibition; inhibition, % at 38.7 µM; 290,000 compounds, 9.2% hits; Vero cells, Shiga toxin protein synthesis inhibition reporter; in the data active = inhibition mostly above about 28%, no sharp cut-off; inactive = mostly below about 43%; also: 0% is about no effect
Sm TGR inh = inhibitors of Schistosoma mansoni thioredoxin glutathione reductase; purified TGR, DTNB reduction, TNB absorbance 405 nm; Potency, µM (highest dose often 114 µM), for inactives: top-dose activity change, negative = inhibition, most hits filed as inhibitors; 360,000 compounds, 3% hits; AID 485364; also: potency is read from the fitted curve at half-maximal effect; % is scaled to controls: 0 for no effect and ±100 for the full control effect; nearly all actives have a fitted effect of over 60% in size
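First, TGR (20 nM dispensed) and NADPH were mixed with compound. Second, a 15 min room-temperature incubation followed. Third, further NADPH and then DTNB were added to start the reaction. Finally, TNB absorbance was monitored kinetically.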
Pf growth 48h = P. falciparum growth inhibition at 48 hours (one generation); P. falciparum luciferase growth in erythrocytes, 48 h; Potency, µM (doses to about 28.7 µM), without a hit: at the highest dose activity change, negative = inhibition, usual class: inhibitors; 310,000 compounds, 5.9% hits; also: potency is read from the fitted curve at half-maximal effect; % is scaled to controls: 0 for no effect and ±100 for the full control effect
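Luminescence readout; reporter = integrated firefly luciferase in P. falciparum. RBC culture at 2% hematocrit, 0.1% parasitemia final, 37 C/5% CO2; decreased signal taken as growth inhibition.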
Active calls of the source: *; u = inconclusive; x = not tested or not shown; [ ] = dose if it differs, or a comment. Unless noted, calls follow the shape of the dose curve; as a rule, active = well fitted curve in the direction sought with a large enough effect; inconclusive = small, poorly fitted or top-dose-only effect, or another doubt; inactive = no such curve, though single readings can be large; an effect the other way counts as inactive or inconclusive.

item	smiles	Pf growth 96h	FBPA Giardia inh	Cycloheximide cs	Shiga toxin inh	Sm TGR inh	Pf growth 48h
1	S=c1[nH]nc(COc2ccccc2)n1/N=C/c1ccc(Br)cc1	-19%	24%	-2	-6	-11%	8%
2	Cc1ccc(S(=O)(=O)NN2C(=O)c3ccccc3NC2c2cccc(O)c2)cc1 (stereo not drawn)	u	-8%	9	-4	4%	-17%
3	Cc1ccc(-n2c(SCC(=O)NCC3CCCO3)nc3n[nH]c(C)c3c2=N)cc1Cl (stereo not drawn)	x	-1%	2	-5	2%	u
4	Cc1cccc2nc(-c3cccc(NC(=O)Cc4ccccc4)c3)cn12	-25%	-1%	17	37	1%	-20%
5	CCC(=O)N1COC[C@@H]1Cc1ccccc1	-1%	1%	-1	-3	-1%	18%
6	COc1ccc(S(=O)(=O)N(C)c2nc3ccccc3n3c(CC(C)C)nnc23)cc1	u	-9%	-3	0	3%	u
7	O=C(c1cccc(COc2cccc3ccccc23)c1)N1CCCC1	142%[activator]	-10%	40*	47*	9%	47%[activator]
8	CCCc1ccc(OC(=O)c2ccc(O)cc2Cl)cc1	24%	4%	40*	96*	-7%	255%[activator]
9	C=C(C)CNC(=S)NNC(=O)CCn1c2ccc(Cl)cc2c2cc(Cl)ccc21	45%[activator]	0%	0	11	-2%	2.3µM*
10	Cc1c(C)c2c(OCC(=O)NCCCO)cc3c(c2oc1=O)CCC(C)(C)O3	u	-7%	1	-7	4%	-26%
11	CCn1c(=O)c2ccccc2n(CC(=O)N2CCCc3ccccc32)c1=O	u	x	-3	-13	0%	-14%
12	O=C(Cc1cccc2ccccc12)Nc1nc2ccccc2[nH]1	x	2%	-2	-39	9%	u
13	CCOC(=O)CN(C#N)c1nc(N(C)C)nc(N(C)C)n1	0%	1%	-2	30	5%	-15%
14	C1=Nc2c(Nc3ccccc3)ncnc2Oc2ccccc21	13µM*	3%	-3	13	-28%	29%
15	COC(=O)C1=C[C@@H](C(=O)OC)C2C3=C(C(=O)[C@@]2(C)NC(=O)c2ccccc2)[C@H](c2ccccc2)n2c(=O)n(-c4ccccc4)c(=O)n2[C@@H]3C1 (stereo partly drawn)	x	-3%	-4	2	x	x
16	Cc1cc(C)c(NC(=S)N2CCC(N(C)CC3CCCO3)CC2)c(C)c1 (stereo not drawn)	x	-2%	-4	-4	-21%	9%

Quoted at random: 3 compounds from above.
item	smiles	Pf growth 96h	FBPA Giardia inh	Cycloheximide cs	Shiga toxin inh	Sm TGR inh	Pf growth 48h
9	C=C(C)CNC(=S)NNC(=O)CCn1c2ccc(Cl)cc2c2cc(Cl)ccc21	45%[activator]	0%	0	11	-2%	2.3µM*
6	COc1ccc(S(=O)(=O)N(C)c2nc3ccccc3n3c(CC(C)C)nnc23)cc1	u	-9%	-3	0	3%	u
2	Cc1ccc(S(=O)(=O)NN2C(=O)c3ccccc3NC2c2cccc(O)c2)cc1 (stereo not drawn)	u	-8%	9	-4	4%	-17%

Next records.
item	smiles	Pf growth 96h	FBPA Giardia inh	Cycloheximide cs	Shiga toxin inh	Sm TGR inh	Pf growth 48h
17	CC1CC(=O)Nc2ccccc2N1C(=O)Cn1cnc2ccccc2c1=O (stereo not drawn)	0%	x	x	x	1%	3%
18	CSC1=C(C#N)C(C)C2=C(CC(C)(C)CC2=O)N1 (stereo not drawn)	0%	0%	2	-8	29%	3%
19	CCCNC(=O)C1CN(S(=O)(=O)c2ccccc2)CCN1S(=O)(=O)c1ccccc1 (stereo not drawn)	x	5%	1	-3	-16%	-28%
20	COc1ccccc1C1CCN(Cc2ccc(C)cc2)CC1	u	4%	-4	-6	-2%	x
21	Cc1cccn2c(=O)nc(SCC(=O)N3CC(C)OC(C)C3)nc12 (stereo not drawn)	1%	x	x	x	-19%	11%
22	COc1ccc2nc(N3CCN(C(=O)c4ccc5ncsc5c4)CC3)sc2c1	u	x	x	x	1%	u
23	CC1CCN(c2oc(Cc3cccc4ccccc34)nc2C#N)CC1	u	6%	-4	-6	2%	x
24	Clc1cc(CSc2ccccc2)nc(-c2ccccc2)n1	8%	6%	22*	33	9%	0%
25	O=S(=O)(Nc1ccc(N2CCOCC2)cc1)c1c(F)cc(F)cc1Br	4%	0%	-4	-16	u	-15%
26	COc1ccc(CN2CCN(CCSc3ccc(C)cc3)CC2)c(OC)c1OC	13%	u	-1	-3	-3%	1%
27	CC#CC(=O)N1CCC(C(=O)Nc2ccc(Oc3ccccc3)nc2)CC1	u	-6%	34*	87*	1%	-7%
28	CN(C(=O)c1ccccn1)c1nnc(-c2cnccn2)s1	x	0%	40*	91	-1%	22%
29	CC(C)(C)c1ccc(/C=N/N2C(=O)CSC2=S)cc1	-8%	-20%	16*	30	-21%	3%
30	Cc1cccc(N(Cc2ccccc2)C(=O)c2ccc(F)c(S(=O)(=O)N3CCOCC3)c2)c1	12µM*	x	x	x	-4%	12µM*
31	O=C(c1ccc(Cl)cc1)c1ccc(OCC(=O)N2CCOCC2)cc1	87%[activator]	16%	16	20	-2%	31%[activator]
32	CCOC(=O)c1cnn2c(C(F)(F)F)cc(-c3ccco3)nc12	2%	2%	-7	-7	0%	2%
33	COCCNC(=S)c1ccc(Br)cc1	-12%	-1%	-2	-4	15%	8%
34	NC(=O)c1ncc(C(F)(F)F)cc1Oc1ccc(F)cc1	15%	6%	0	-5	3%	x
35	CCOC(=O)C1(Cc2ccccc2)CCCN(Cc2ccncc2)C1 (stereo not drawn)	11%	0%	1	3	-23%	9.3µM*
36	Cc1ccc(C)c2[nH]c(=O)c(C(c3nnnn3Cc3ccccc3)N3CCc4ccccc4C3)cc12 (stereo not drawn)	x	u	-6	-30	u	10µM*
37	Cc1cc(C=O)c(C)n1-c1ccc(N2CCOCC2)cc1	u	-5%	-2	1	-5%	127%[activator]
38	Cc1ccc2c(Cl)c(C(=O)Nc3cc(C)on3)sc2c1	28%	2%	31*	78*	-2%	x
39	O=C(CSc1nnc2c(n1)[nH]c1ccc(S(=O)(=O)N3CCOCC3)cc12)Nc1ccc(F)c(F)c1	u	u	13	-18	0%	u
40	CN1C(=S)N(c2cccnc2)C(=O)/C1=C\c1ccc(C(C)(C)C)cc1	u	-22%	-1	-9	2%	u
41	Cc1ccc(NC(NC(=O)Cc2ccccc2)C(Cl)(Cl)Cl)cc1 (stereo not drawn)	u	3%	-4	-8	4%	-9%
42	Cc1ccc(C(C(=O)Nc2ccc3c(c2)OCO3)N(C)C(=O)/C=C\c2ccc3c(c2)OCO3)cc1 (stereo not drawn)	13%	-2%	-1	14	-4%	13µM*
43	O=C(Nc1cccc(C(F)(F)F)c1)c1cc2c(=O)c3ccccc3oc2nc1C(F)(F)F	90%[activator]	4%	-3	-1	3%	u
44	CCNS(=O)(=O)c1ccc(CCC(=O)NCc2ccc(C)cc2)cc1	14%	0%	-3	-7	0%	1%
45	COc1ccc(CCNC(=O)c2cc(S(=O)(=O)N(C)c3ccccc3)ccc2Cl)cc1	-28%	2%	0	-13	3%	12%
46	COc1ccccc1N1CCN(Cc2cc3c(cc2O)OCO3)CC1	-15%	x	-4	-3	1.8µM*	15µM*
47	CN(C1=NC(=O)C(CC(=O)O)S1)c1ccc(O)cc1 (stereo not drawn)	35%[activator]	3%	-1	-3	x	-1%
48	O=C1C(Cl)=C(NCC2CCCO2)C(=O)N1C1CCCCC1 (stereo not drawn)	u	-6%	7	-6	-19%	u

Just Cycloheximide cs and Sm TGR inh, for some of the entries so far:
cpd | smiles | Cycloheximide cs | Sm TGR inh
47 | CN(C1=NC(=O)C(CC(=O)O)S1)c1ccc(O)cc1 (stereo not drawn) | -1 | x
44 | CCNS(=O)(=O)c1ccc(CCC(=O)NCc2ccc(C)cc2)cc1 | -3 | 0%
46 | COc1ccccc1N1CCN(Cc2cc3c(cc2O)OCO3)CC1 | -4 | 1.8µM*
48 | O=C1C(Cl)=C(NCC2CCCO2)C(=O)N1C1CCCCC1 (stereo not drawn) | 7 | -19%

Later entries:
item	smiles	Pf growth 96h	FBPA Giardia inh	Cycloheximide cs	Shiga toxin inh	Sm TGR inh	Pf growth 48h
49	O=C(NNc1ccccc1)/C(=C\c1cccnc1)NC(=O)c1ccccc1	33%	1%	-2	-3	0%	1%
50	CCOc1ccc(C(C)=O)cc1CSc1nc(C)cc(C)n1	119%[activator]	2%	-3	-8	8%	33%[activator]
51	O=C(Nc1nccc(-c2cccs2)n1)c1ccccc1Cl	20%	7.9µM*	32*	53*	0%	34%[activator]
52	N#Cc1ccccc1OCC(O)CS(=O)(=O)c1ccccc1 (stereo not drawn)	22%	-1%	4	20	x	7%
53	Cc1nc(NC(=O)c2ccco2)sc1-c1csc(Nc2ccc(Cl)cc2Cl)n1	8.3µM*	1%	12	35	4%	u
54	CC(=O)c1ccc(OCCCC(=O)OCC(=O)Nc2c(C)nn(-c3ccccc3)c2C)cc1	-30%	x	x	x	-6%	u
55	O=C(NCCN1CCC(Cc2ccccc2)CC1)C1CCCN(S(=O)(=O)c2cnc[nH]2)C1 (stereo not drawn)	-22%	0%	-10	-4	-10%	x
56	Cn1cc(C(=O)c2ccc(Cl)cc2Cl)cc1C(=O)O	11%	0%	-4	-12	8%	4%
57	COc1ccccc1CNc1ncnc2nc[nH]c12	u	-10%	3	-6	-7%	-2%
58	Cc1ccccc1CSCC(=O)NC(=O)NCc1ccco1	6.6µM*	20%	16*	12	u	49%[activator]
59	Cc1cccc(C)c1OCCOC(=O)c1n[nH]c2ccccc12	7%	-23%	10	58	20%	-2%
60	COc1ccc(C2C(C(C)=O)=C(O)C(=O)N2CCCn2ccnc2)cc1OC (stereo not drawn)	1%[5.75 µM]	3%	-3	-9	-13%	40%[activator]
61	CCCNc1nc(N2CCCC2)nc(N2CCCC2)n1	u	5%	-1	12	-3%[57.1 µM]	u
62	Cn1c(=O)c(=O)n(C)c2cc(S(=O)(=O)N3CCOc4ccccc43)ccc21	36%[activator]	x	-3	-9	3%	u
63	Cc1cc(NC(=O)/C(C#N)=C/c2ccc(-c3cccc(C(F)(F)F)c3)o2)n(-c2ccccc2)n1	u	-1%	0	-10	-8%	u
64	O=C(NCCNc1ccc([N+](=O)[O-])cc1)c1ccc(Cl)cc1	30%[activator]	-6%	-3	25	-7%	u
65	Cc1cc(NC(=O)Cn2c(=O)oc3ccc(Cl)cc32)no1	33%	4%	1	10	-4%	2%
66	COc1ccc(NC(=O)c2ccc(Cl)c(S(=O)(=O)NCC3CCCO3)c2)c(OC)c1 (stereo not drawn)	12µM*	-6%	-1	2	5%	u
67	Cc1ccc(N(C(=O)CCC(=O)Nc2nccs2)C(C(=O)NC(C)(C)C)c2ccc(O)cc2)cc1 (stereo not drawn)	8.3µM*	2%	3	-17	x	u
68	CC(C)N=c1cc2n(-c3ccc(Cl)cc3)c3ccccc3nc-2cc1Nc1ccc(Cl)cc1	u	-1%[21.7 µM]	x	x	x	2.9µM*
69	Cc1ccc(Cn2ccsc2=NC(=O)COC(=O)C(C)C)cc1	-14%	x	-1	-14	-2%	19%
70	O=C(Cc1cccc2ccccc12)N/N=C/c1ccc(OC(=O)/C=C/c2ccco2)cc1	u	2%	-2	14	u	12µM*
71	O=C(O)C1CCCCC1C(=O)Nc1cc(C(F)(F)F)ccc1Cl (stereo not drawn)	5%	8%	4	-22	-6%	7%
72	OC(Cn1ccnc1)c1ccc(Cl)cc1Cl (stereo not drawn)	9.3µM*	11%	-2	-10	18%	10µM*
73	Cc1ccc2oc(C(=O)Nc3nnc(C)s3)c(C)c2c1	187%[activator]	2%	17*	50	-1%	x
74	N=c1ccn(CC(=O)NC(N)=O)c2ccccc12	-34%	-7%	4	-7	3%	u
75	O=C(O)CCCN=CC1=C(O)C(C(=O)c2ccccc2)CCC1=O (stereo not drawn)	5%	-3%	-1	-4	-28%	16%
